M1 antag: human M1 muscarinic receptor antagonists, primary screen, CHO-K1 cells, Fluo-8 calcium fluorescence, 1536-well; Muscarinic acetylcholine receptor M1 (Homo sapiens), P11229; CHO-K1 hM1, ACh EC80 antagonist; inhibition, % at 3 µM; hit rate 1.3% among 360,000;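 active means percent inhibition above its own plate's cutoff, namely the mean of that plate's compound wells plus 3 SD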;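 further: peak over basal fluorescence ratio during 140 s after agonist addition; 0% = ACh EC80 plus DMSO and 100% = DMSO alone without agonist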
CHRM4 antagonist: human M4 muscarinic receptor antagonists, primary screen, CHO cells, Fluo-8 calcium fluorescence; CHO-hM4 cells, ACh EC80; Muscarinic acetylcholine receptor M4 (Homo sapiens), P08173; inhibition, % at 3 µM; hit rate 0.73% among 360,000; AID 624125, 2012;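 active means inhibition above its plate's cutoff, the mean inhibition of sample wells plus 3 SD, cut at about 27% in these data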;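 further: 0% = acetylcholine EC80 with DMSO and 100% = DMSO without agonist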
Target sequence (P08173 whole entry, looked up): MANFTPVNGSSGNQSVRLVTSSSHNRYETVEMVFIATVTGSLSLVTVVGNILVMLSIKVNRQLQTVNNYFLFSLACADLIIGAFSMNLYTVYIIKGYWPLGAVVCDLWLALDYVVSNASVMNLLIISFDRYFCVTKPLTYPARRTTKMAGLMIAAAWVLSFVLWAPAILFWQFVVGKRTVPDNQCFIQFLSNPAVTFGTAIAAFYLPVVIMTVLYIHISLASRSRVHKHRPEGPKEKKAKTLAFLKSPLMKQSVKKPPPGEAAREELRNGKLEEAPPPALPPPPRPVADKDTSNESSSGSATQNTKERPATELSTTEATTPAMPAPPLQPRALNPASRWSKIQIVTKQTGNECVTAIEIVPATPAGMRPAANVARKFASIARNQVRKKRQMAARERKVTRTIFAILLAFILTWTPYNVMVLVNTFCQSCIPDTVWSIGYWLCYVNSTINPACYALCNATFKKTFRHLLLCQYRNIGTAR
CHRM4 agonist: human M4 muscarinic receptor agonists, primary screen, CHO-K1 cells, Fluo-8 calcium fluorescence; Muscarinic acetylcholine receptor M4 (Homo sapiens), P08173; CHO-K1 hM4/Gqi5; vehicle 0%, full acetylcholine response 100%; activation, % at 3 µM; hit rate 0.14% among 360,000;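 active means activation above the run mean over all test wells plus 3 SD, cut at about 32% in these data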;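 further: peak over basal fluorescence ratio per well then scaled between controls; 0% = DMSO wells and 100% = acetylcholine at EC100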
M1 PAM: human M1 muscarinic receptor positive allosteric modulators, primary screen, CHO-K1 cells, Fluo-8 calcium fluorescence, 1536-well; hit rate 0.088% among 360,000; CHO-K1 hM1, ACh EC20; 0% = ACh EC20, 100% = maximal ACh; Muscarinic acetylcholine receptor M1 (Homo sapiens), P11229; activation, % at 3 µM; AID 588819, 2011; in the data active means activation above about 19%, passing the limit was not always enough
M5 ag: human M5 muscarinic receptor agonists, primary screen, CHO-K1 cells, Fluo-8 calcium fluorescence | activation, % at 3 µM | Muscarinic acetylcholine receptor M5 (Homo sapiens), P08912 | CHO-K1 hM5 cells; 0% DMSO wells, 100% maximal acetylcholine response | AID 624037, 2012 | hit rate 0.19% among 360,000;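 active means activation above the run's mean over test compounds plus 3 SD, cut at about 23% in these data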;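 further: signal is peak over basal fluorescence ratio across the kinetic read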
Target sequence (P08912 whole entry, looked up): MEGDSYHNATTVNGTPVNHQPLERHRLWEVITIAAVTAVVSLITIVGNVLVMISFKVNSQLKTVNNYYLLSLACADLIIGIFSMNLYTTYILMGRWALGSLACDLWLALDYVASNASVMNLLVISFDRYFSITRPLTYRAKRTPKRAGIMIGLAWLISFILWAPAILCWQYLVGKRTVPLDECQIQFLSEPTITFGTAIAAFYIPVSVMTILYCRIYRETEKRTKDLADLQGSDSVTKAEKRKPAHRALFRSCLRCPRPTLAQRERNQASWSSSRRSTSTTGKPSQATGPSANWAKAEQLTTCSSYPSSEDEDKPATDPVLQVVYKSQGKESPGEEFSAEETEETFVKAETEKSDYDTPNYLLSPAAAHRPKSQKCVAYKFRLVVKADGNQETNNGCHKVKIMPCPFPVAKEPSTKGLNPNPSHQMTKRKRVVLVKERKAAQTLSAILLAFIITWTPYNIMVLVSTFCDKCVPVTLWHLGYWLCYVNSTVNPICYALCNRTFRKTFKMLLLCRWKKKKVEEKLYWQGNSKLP
CHRM5 antagonist: human M5 muscarinic receptor antagonists, primary screen, CHO cells, Fluo-8 calcium fluorescence; Muscarinic acetylcholine receptor M5 (Homo sapiens), P08912; CHO-hM5 cells, ACh EC80; inhibition, % at 3 µM; hit rate 0.59% among 360,000;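 active means inhibition above a per-plate cutoff, the mean of that plate's test compounds plus 3 SD, cut at about 27% in these data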;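 further: 0% = acetylcholine EC80 with DMSO and 100% = DMSO without agonist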
CHRM5 PAM: human M5 muscarinic receptor positive allosteric modulators, primary screen, CHO-K1 cells, Fluo-8 calcium fluorescence; Muscarinic acetylcholine receptor M5 (Homo sapiens), P08912; CHO-K1 hM5, ACh EC20 PAM; 0% = ACh EC20, 100% = ACh EC100; activation, % at 3 µM; hit rate 0.3% among 360,000; AID 624038, 2012;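 active means activation above the run cutoff, the mean activation of all test compounds plus 3 SD, cut at about 18% in these data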
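system = human M5 receptor in CHO-K1 cells | reagent = EC20 acetylcholine as agonist stimulus | compound dosing = single-point, 3 µM nominal | incubation = Fluo-8 loading 80 min at 37 °C plus 30 min room temperature | detection = Fluo-8 calcium dye fluorescence, kinetic read | benchmarks = low control EC20 acetylcholine (0%), high control EC100 acetylcholine (100%)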
CRFR2-BP ag: agonists of CRF-BP/CRF-R2 complex, primary screen, cell-based, HEK293, calcium dye fluorescence, uHTS. calcium dye fluorescence (FLIPR); percent of saturating CRF peptide response. activation, % at 13.2 µM. hit rate 0.46% among 350,000;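 active means activation of at least 50%, plus an integration ratio under a set limit after plate pattern correction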;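 further: plate controls were neutral control wells without compound for no effect and CRF at EC100 for full effect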
M4 PAM: human M4 muscarinic receptor positive allosteric modulators, primary screen, CHO-K1 cells, Fluo-8 calcium fluorescence; hit rate 0.4% among 360,000; Muscarinic acetylcholine receptor M4 (Homo sapiens), P08173; activation, % at 3 µM; CHO-K1 hM4/Gqi5, ACh EC20; 0% = ACh EC20, 100% = maximal ACh;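 active means activation above its plate's cutoff, the mean activation of sample wells plus 3 SD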; further: some results filed as inactive read as strong as hits
* marks the source's active call; other numbers are inactive results; / = not tested or not shown.

SMILES	M1 antag	CHRM4 antagonist	CHRM4 agonist	M1 PAM	M5 ag	CHRM5 antagonist	CHRM5 PAM	CRFR2-BP ag	M4 PAM
Cc1c(C(=O)N2CCN(S(=O)(=O)c3cccs3)CC2)oc2ccc(F)cc12	-9	-15	0	7	-2	5	-9	2.4	5
Cn1c2ccccc2c2cc(C(=O)O)ccc21	-4	-2	1	7	2	4	1	0.6	5
COC(=O)[C@]1(C)N[C@H](CN(C)C(=O)c2ccc(C)cc2)[C@@H]2C(=O)N(Cc3ccccc3)C(=O)[C@@H]21	-14	1	0	13	-1	4	-1	1.2	6
CC(C)CCC(C(=O)NC(C)c1ccccc1)C(=O)NC(C)c1ccccc1 (centres undefined)	-12	-1	3	14	2	9	-3	-0.8	0
COc1ccc(OCCOc2ccc(S(=O)(=O)N3CCCC3)cc2[N+](=O)[O-])cc1	-2	-2	7	8	4	0	-6	21	-4
CCCCCCNC(=O)OC12CN(C(=O)OC(C)C)N(C(=O)OC(C)C)CC1(O)CN(S(=O)(=O)c1ccc(C)cc1)C2 (centres undefined)	-4	-21	7	4	0	-4	-7	1.9	-2
CCOC(=O)c1cnc(-n2nc(C)cc2C)nc1Oc1ccc(C(=O)OC)cc1	14	14	0	-3	-1	5	-10	0.0	-8
Cc1ccc(CONC(=O)c2cccc([N+](=O)[O-])c2)cc1	-6	2	0	5	1	0	5	0.2	0
CC(C)NC(=O)NC(=O)COC(=O)Cc1c(F)cccc1Cl	-6	2	0	7	-3	-3	5	1.4	0
CC1(C)Cc2c(c(=S)nc(-c3ccccc3)n2CCOCCO)CO1	1	-4	0	2	0	2	-4	10	7
CN(Cc1ccno1)C(=O)CC1C(=O)NCCN1CC(c1ccccc1)c1ccccc1 (centres undefined)	-12	8	1	10	-8	-1	6	-1.1	1
COCCN(C(=O)c1ccccc1F)c1c(N)n(Cc2ccccc2)c(=O)[nH]c1=O	-8	0	0	10	2	-9	3	0.6	1
O=C(O)C1C2C=CC(C2)C1C(=O)NCc1ccc(Cl)c(Cl)c1 (centres undefined)	-4	6	4	8	0	5	-6	-1.9	-6
COc1cccc2c1OCC(CN1CCN(C3CCCCC3)C(CCO)C1)=C2 (centres undefined)	28	27*	2	-19	-15	5	8	-2.3	-23
O=C(CSc1nc(-c2ccccc2)cc(C(F)(F)F)n1)NCCN1CCOCC1	-14	-1	1	4	1	-5	4	-2.1	18
CC(C(=O)O)c1ccc(C(=O)c2ccccc2)s1 (centres undefined)	-5	5	1	-8	1	5	-8	4.4	-9
C=C(C)c1cccc(C(C)(C)NC(=O)Nc2ccccc2OCC)c1	-7	3	2	4	-2	0	-1	0.4	-3
O=[N+]([O-])c1ccc(Cl)c(CN2CCCCCC2)c1	-26	-17	0	15	-7	-4	2	-4.4	-2
O=C(NCc1ccc2c(c1)OCO2)c1n[nH]c(=O)c2ccccc12	3	3	1	8	-4	4	-8	-0.8	-3
Nc1cccc2cc(S(=O)(=O)O)ccc12	-7	8	1	2	2	15	-2	1.9	-1
COc1ccc(C(=O)Nc2ccc(N3CCN(c4ccc(OC)cc4)CC3)c(C#N)c2)cc1	0	4	1	0	-3	-1	8	2.1	-7
CCOC(=O)N1CCN(C(=O)CCc2ccc(S(=O)(=O)NCC(C)C)cc2)CC1	25	2	1	-12	1	13	-3	0.4	-14
CCN(CC)CCN(C(=O)c1ccc2c(c1)CCCC2)c1nc2cc(OC)c(OC)cc2s1	1	0	1	2	-5	2	2	-0.3	-4
O=C(NCC1CCCO1)c1cc(-c2ccccc2)on1 (centres undefined)	-12	1	1	8	1	6	3	-2.7	3
CSc1ncccc1C(=O)Nc1ccc(OC(F)(F)F)cc1	-3	-3	6	0	-2	5	-5	1.1	-7
(more compounds)
SMILES	M1 antag	CHRM4 antagonist	CHRM4 agonist	M1 PAM	M5 ag	CHRM5 antagonist	CHRM5 PAM	CRFR2-BP ag	M4 PAM
Cc1ccc(-c2nn(-c3ccccc3)cc2C=C2C(=O)CC(C)(C)CC2=O)cc1	-7	6	0	10	0	2	7	-1.5	-4
CC1(C)C=Cc2c(ccc3c2OC[C@H](c2ccc(O)cc2O)C3)O1	-4	1	2	8	6	7	7	2.9	7
O=C(N/N=C/c1ccc[nH]1)c1sc2ccccc2c1Cl	-8	-4	3	-4	0	0	-3	0.8	3
CCc1ccc(C(=O)COC(=O)c2nn(C)c(=O)c3ccccc23)cc1	-9	-11	15	0	-5	13	-5	2.1	-6
O=C(CN1C(=O)C2CC=CCC2C1=O)Nc1nnc(SCc2c(Cl)cccc2Cl)s1 (centres undefined)	-1	5	1	5	-11	0	4	1.4	-8
Cc1ccc(C(=O)N(CN2CCCC2=O)c2ccc(F)cc2)cc1C	-10	4	0	10	-4	-9	8	-1.2	6
N#CC1=C(N)Oc2cc(O)ccc2C1c1ccccc1 (centres undefined)	2	-3	2	-1	5	7	-2	-1.3	7
COc1cccc(N2C(=O)C3CCCN3C2c2cccs2)c1 (centres undefined)	-6	1	0	7	-2	8	3	1.2	-2
Cc1ccc(NC(=O)C(C)OC(=O)c2nc(Cl)ccc2Cl)cc1S(=O)(=O)N1CCOCC1 (centres undefined)	18	13	8	0	1	18	-6	0.0	-3
CC(C)c1cc(NC(=O)CCl)on1	-1	-6	1	11	0	-8	4	-0.9	3
CCOC(=O)c1c(S(=O)(=O)Nc2ccc(F)cc2Cl)c(C)n(C)c1C	-8	0	0	6	-8	-5	2	0.5	5
COCCn1cnc2c1c(=O)n(CC(=O)OCC(=O)NCC(F)(F)F)c(=O)n2Cc1ccccc1	-8	-4	1	9	2	-13	4	-0.2	7
COc1ccc(Cl)cc1/C=C1/C(=O)ON=C1C	-4	-2	1	9	-1	4	-2	-0.1	-6
Cc1cccc(-c2noc(C3CCCCC3)n2)c1	-2	8	0	3	-1	-6	7	-0.4	15
CCOC(=O)C1(CCCc2ccccc2)CCN(C(=O)c2cc(C)nc(C)n2)CC1	0	-7	2	3	-4	4	-2	1.1	-2
O=C(COC(=O)/C=C/c1ccco1)Nc1ccc(F)cc1Cl	-1	-5	0	7	-3	-12	8	-0.4	6
C/C=C1\COC(C(=O)NCc2ccncc2)(C(F)(F)F)C=C1C=C1CCCCC1 (centres undefined)	-6	-3	-1	5	-10	7	-5	1.0	11
Cc1cc(C(F)(F)F)n(-c2nc(C(=O)N/N=C/c3ccc(F)cc3)cs2)n1	-3	1	1	6	0	-7	1	-1.6	-1
CN(C)c1ncc(CN2CCC(CO)(CCCc3ccccc3)CC2)s1	-11	1	2	3	-1	-5	6	0.9	5
Cc1ccc(Cn2nc(C)c(C(=O)NCC(c3ccc(F)cc3)N3CCOCC3)c2Cl)cc1 (centres undefined)	-3	0	11	-1	2	4	-21	-0.1	-5
COc1ccc(C2CC(c3ccc4ccccc4c3)=NN2C(=O)CN2C(=O)CCC2=O)cc1 (centres undefined)	-5	-7	7	3	-2	7	-4	2.0	-8
CC(=O)CSc1nc2ccccc2o1	-10	13	1	10	-1	5	-2	-6.4	-8
O=c1[nH]c(=S)[nH]c2c1[C@H](C1CC1)O[C@H](CCc1ccccc1)C2	/	-17	-2	/	-4	-2	-2	/	8
O=C(O)C1C2CCC(O2)C1C(=O)NCCC1=CCCCC1 (centres undefined)	-7	3	1	7	-3	4	3	-1.8	5
Cc1ccc(N(C)S(=O)(=O)c2csc(C(N)=O)c2)cc1C	-9	3	3	4	-1	-6	-3	-5.9	-1

Of the compounds above, 2 contain a furan ring, fused or not.
SMILES	M1 antag	CHRM4 antagonist	CHRM4 agonist	M1 PAM	M5 ag	CHRM5 antagonist	CHRM5 PAM	CRFR2-BP ag	M4 PAM
Cc1c(C(=O)N2CCN(S(=O)(=O)c3cccs3)CC2)oc2ccc(F)cc12	-9	-15	0	7	-2	5	-9	2.4	5
O=C(COC(=O)/C=C/c1ccco1)Nc1ccc(F)cc1Cl	-1	-5	0	7	-3	-12	8	-0.4	6

(next part)
SMILES	M1 antag	CHRM4 antagonist	CHRM4 agonist	M1 PAM	M5 ag	CHRM5 antagonist	CHRM5 PAM	CRFR2-BP ag	M4 PAM
Cc1ccc(S(=O)(=O)N(c2nc(NC(C)C)nc(NC(C)C)n2)n2cnnc2)cc1	3	3	0	3	-2	-1	0	-0.4	12
CCN(CC)c1ncnc2c1ncn2[C@H]1CN(Cc2cccs2)C[C@@H](CO)O1	-14	-21	2	4	2	-6	1	/	3
Cc1ccc(-c2sc(-c3cccnc3)nc2CC(=O)O)cc1	0	7	0	3	1	15	3	1.3	-4
CCCCOC(=O)NCN1C(=O)C2C3C=CC(C3)C2C1=O (centres undefined)	15	10	0	-3	3	-7	6	-0.1	5
OCCN=c1cc(-c2ccccc2)oc2ccc(Cl)cc12	-5	6	0	5	-3	-1	5	-4.9	8
CN1CCCC(C(=O)Nc2cccc(Cl)c2)CC1 (centres undefined)	-1	-10	1	2	-1	4	-1	/	12
CCOc1ccc(CCNC(=O)C2CCCN(S(=O)(=O)N3CCCCC3)C2)cc1OCC (centres undefined)	-8	0	2	3	2	0	-5	/	1
COC(C(=O)Nc1ccnn1C1CCN(Cc2cnn(C(C)C)c2)CC1)c1ccccc1 (centres undefined)	-12	-4	0	6	-2	5	0	1.1	-5
COc1ccc(OCc2cn3c(C)cc(C)nc3n2)cc1	-5	4	1	11	-2	2	-2	0.5	-2
O=C(Cn1cnc2c(nnn2Cc2ccc(Cl)cc2)c1=O)NC1CCCC1	9	6	1	-7	-2	20	-11	0.1	-3
Cc1cc(C)c(S(=O)(=O)c2cccc(C)c2C)c(=O)[nH]1	-16	2	2	6	-4	-1	0	-0.5	-3
COc1cccc(N(CC(=O)NCc2ccco2)C(=O)CCC(=O)Nc2nccs2)c1	-14	0	1	1	-2	1	6	1.4	16
CCS(=O)(=O)c1nc(S(=O)(=O)c2ccc(C)cc2)c(NCCCN(C)C)s1	3	-3	0	0	-5	0	3	0.4	-5
COC(=O)C(CC(C)C)NC(=O)c1ccc([N+](=O)[O-])c(C)c1 (centres undefined)	-5	-6	0	3	-10	6	-17	0.0	4
CCc1nc2c(OCc3ccc(Cl)cc3)cccn2c1N(C=O)Cc1ccccc1	-9	-11	3	-5	-1	-6	3	/	-6
Cc1noc(C)c1COC(=O)c1cc(F)c(F)cc1Cl	-6	-3	1	-3	-2	2	-2	-0.9	11
O=C(CCN1C(=O)/C(=C/c2ccccc2F)SC1=S)NC1C=CS(=O)(=O)C1 (centres undefined)	-14	-9	4	14	0	-4	4	0.8	9
COc1ccc(O)c(-c2cc(-c3ccc(F)cc3)n[nH]2)c1	3	5	1	-3	-4	1	-3	0.7	-5
S=c1[nH]ccn1CCc1ccccc1	-5	0	1	1	-4	1	0	-0.1	-4
